# Screening data (PubChem BioAssay)
# SENP8 block-1: human SENP8 protease inhibitors, primary screen, biochemical, fluorescence, Nedd8 protein substrate, uHTS. recombinant SENP8. AID 602440, 2012. inhibition, % at 20 µM. Sentrin-specific protease 8 (Homo sapiens), Q96LD8. 360,000 compounds, 0.64% hits; in the data active = inhibition mostly above about 40%, no sharp cut-off; inactive = mostly below about 27%
# Target sequence (Q96LD8 whole entry, looked up): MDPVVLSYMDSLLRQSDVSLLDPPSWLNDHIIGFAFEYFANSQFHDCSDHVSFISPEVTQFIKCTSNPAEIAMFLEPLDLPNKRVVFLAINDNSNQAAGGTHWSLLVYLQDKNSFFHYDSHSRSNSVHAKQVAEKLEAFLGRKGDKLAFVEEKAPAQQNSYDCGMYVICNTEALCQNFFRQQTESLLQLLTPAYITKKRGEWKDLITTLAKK
# SENP7 block: SENP7 protease inhibitors, primary screen, biochemical, luminescence, uHTS; Sentrin-specific protease 7 (Homo sapiens), Q9BQF6; recombinant SENP7, Z-RLRGG-aminoluciferin luminescence, 40 min; inhibition, % at 5 µM; 330,000 compounds, 1.5% hits;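 active = inhibition above about 50% at the single test dose, limit read from the data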;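 note: plate controls were DMSO with enzyme for no effect and no enzyme buffer wells for full effect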
# Target sequence (Q9BQF6 706-1050 limits assumed): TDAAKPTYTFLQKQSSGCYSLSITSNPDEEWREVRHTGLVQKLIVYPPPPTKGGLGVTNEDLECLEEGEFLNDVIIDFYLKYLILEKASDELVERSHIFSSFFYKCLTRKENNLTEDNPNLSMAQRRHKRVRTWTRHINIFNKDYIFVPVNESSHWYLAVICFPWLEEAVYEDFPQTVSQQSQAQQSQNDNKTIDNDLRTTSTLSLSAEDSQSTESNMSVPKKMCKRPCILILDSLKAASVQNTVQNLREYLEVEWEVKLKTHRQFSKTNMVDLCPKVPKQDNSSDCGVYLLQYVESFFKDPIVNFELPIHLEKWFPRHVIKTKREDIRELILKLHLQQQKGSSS
# SENP8 block-2: SENP8 protease inhibitors, primary screen, biochemical, luminescence | 330,000 compounds, 1.2% hits | inhibition, % at 10 µM | AID 2540, 2010 | purified SENP8, Z-RLRGG-aminoluciferin cleavage | Sentrin-specific protease 8 (Homo sapiens), Q96LD8; in the data active = inhibition above about 50%
# SENP6 block: SENP6 protease inhibitors, primary screen, biochemical, luminescence, uHTS; Recombinant SENP6 catalytic domain, aminoluciferin luminescence; Sentrin-specific protease 6 (Homo sapiens), Q9GZR1; AID 2599, 2010; 330,000 compounds, 1.8% hits; inhibition, % at 10 µM;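 active = inhibition above about 50% at the single tested dose, limit read from the data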;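 note: plate controls were DMSO wells with enzyme for no effect and DMSO wells lacking enzyme for full effect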
# Target sequence (Q9GZR1 628-1112 limits assumed): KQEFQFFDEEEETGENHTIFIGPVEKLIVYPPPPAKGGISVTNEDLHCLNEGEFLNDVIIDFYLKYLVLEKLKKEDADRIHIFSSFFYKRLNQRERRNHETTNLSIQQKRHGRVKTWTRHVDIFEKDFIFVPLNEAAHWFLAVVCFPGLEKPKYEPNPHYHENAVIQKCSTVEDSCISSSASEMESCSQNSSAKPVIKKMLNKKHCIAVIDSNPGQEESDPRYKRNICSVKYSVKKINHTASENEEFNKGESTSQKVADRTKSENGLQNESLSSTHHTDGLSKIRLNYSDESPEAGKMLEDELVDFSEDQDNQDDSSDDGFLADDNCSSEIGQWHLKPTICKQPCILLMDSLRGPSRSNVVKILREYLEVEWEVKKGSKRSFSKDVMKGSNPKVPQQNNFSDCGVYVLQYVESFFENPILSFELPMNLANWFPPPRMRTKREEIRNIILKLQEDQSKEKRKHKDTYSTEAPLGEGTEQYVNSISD
# SENP1 FRET inh: human SENP1 catalytic domain inhibitors, primary screen, biochemical, FRET, uHTS; Sentrin-specific protease 1 (Homo sapiens), Q9P0U3; recombinant SENP1 catalytic domain, CyPet-SUMO1-YPet FRET cleavage; inhibition, % at 10 µM; 360,000 compounds, 0.21% hits; AID 624204, 2012;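 active = inhibition at least 30% at 10 µM, raw YFP signal under a set limit, fluorescence ratio 0.5 to 1.5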;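 note: 0% = enzyme with DMSO and 100% = no enzyme wells; some results filed as inactive read as strong as hits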
#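 Test system: human SENP1 catalytic domain; medium: Tris pH 8 buffer plus EDTA, NaCl, BME, BSA, NP40, catalase; incubation: 50 min reaction at room temperature; technique: FRET, CFP and YFP emission; controls: no-enzyme low control and enzyme-plus-DMSO high control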
# PfGluPho inh: PfG6PD enzyme inhibitors, primary screen, biochemical, fluorescence intensity, uHTS; glucose-6-phosphate dehydrogenase-6-phosphogluconolactonase (Plasmodium falciparum 3D7); AID 504690, 2011; 350,000 compounds, 0.78% hits; PfGluPho enzyme, NADPH resazurin-diaphorase fluorescence; inhibition, % at 20 µM;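 active = inhibition reaching at least a set limit at 20 µM in the primary screen, cut at about 59% in these data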;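 note: 0% = DMSO wells with substrate and 100% = DMSO wells lacking glucose-6-phosphate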
# UBC13 polyUb: UBC13 polyubiquitin chain formation inhibitors, primary screen, biochemical, TR-FRET, uHTS. Ubiquitin-conjugating enzyme E2 N (Homo sapiens), P61088. inhibition, % at 20 µM. 330,000 compounds, 0.47% hits; in the data active = inhibition above about 45%, passing the limit was not always enough
# HKDC1 inh: HKDC1 hexokinase inhibitors, primary screen, biochemical, fluorescence, uHTS; Q2TB90; recombinant HKDC1, G6PDH/diaphorase resazurin coupled fluorescence; inhibition, % at 20 µM; 340,000 compounds, 0.16% hits;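 active = inhibition above about 35% when tested at 20 µM, limit read from the data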;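 note: plate controls were DMSO wells with enzyme for no effect and DMSO wells lacking enzyme for full effect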
#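 Material: recombinant HKDC1 hexokinase; Amount: HKDC1 at 5 µg/mL; Medium: Tris pH 8.0 buffer with MgCl2, Tween-20, BSA, BME; Schedule: 90 min reaction incubation at room temperature, dark; Technique: coupled resazurin fluorescence, excitation 525 nm, emission 613 nm.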
# beta cell repl: inducers of MIN6 beta-cell proliferation, primary screen, ATP luminescence, uHTS; 330,000 compounds, 0.29% hits; MIN6 cells proliferation, ATPlite luminescence, 48 h; cells starved in 0.2% serum; 100% = growth in 10% serum; proliferation, % at 10 µM;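 active = compounds whose signal lies at least 3.5 SD above the mean of all wells on their plate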;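 note: 0% = DMSO-treated cells in low-serum medium and 100% = 10% serum control; some compounds called inactive have numbers as strong as hits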
# * = called active by the depositor; . = not tested or not shown.
SMILES,SENP8 block-1,SENP7 block,SENP8 block-2,SENP6 block,SENP1 FRET inh,PfGluPho inh,UBC13 polyUb,HKDC1 inh,beta cell repl
COc1ccc(C(=O)NNC(=O)OC(C)(C)C)cc1,8,2,0,3,1,-4,1,-5,0
CCOC(=O)c1sc(NC(=O)c2ccco2)c(C#N)c1C,-144,-1,-4,-8,-28,-2,-2,-11,-1
CC(C)(c1ccccc1)c1ccc(OCC(O)CNC2CCN(Cc3ccccc3)CC2)cc1 (stereo not given),8,-7,-15,-32,0,16,63*,-2,-7
CCOc1ccccc1OCC(=O)Nc1c(C)n(C)n(-c2ccccc2)c1=O,0,6,2,-13,1,-4,-2,-7,1
Cc1cccc(C)c1NC(=S)NC(=O)c1ccccc1F,8,-10,-5,-6,2,6,2,5,-5
Cc1cc(C(=O)OCC(=O)Nc2cccc(S(=O)(=O)N(C)C)c2)c2ccccc2n1,-1,2,-4,-11,2,8,2,-11,-2
O=C(NC1CCN(C(=O)Nc2ccccc2)CC1)C1CCCCC1,14,7,-2,-2,1,1,4,-5,3
CCN(CC)S(=O)(=O)c1cc(C)ccc1NC(=S)Nc1cccnc1,-12,-3,3,13,-1,22,2,-1,-2
O=C(NCCCn1ccnc1)C(=O)NC1CCCCC1,10,-2,6,23,0,-16,0,-1,3
COc1ccc(N(C)S(=O)(=O)c2ccc3c(c2)NC(=O)CO3)c(OC)c1,-1,3,3,-7,1,-9,0,1,-2
O=C(Cn1cncn1)c1ccccc1,10,1,0,-6,3,-9,0,0,-2
C[C@@H](NC(=O)[C@@H]1Cc2ccccc2CN1)C(=O)Nc1ccc2c(c1)OCO2,22,7,1,8,-2,11,-7,0,-3
O=C(NCc1ccc[n+](CCCCS(=O)(=O)[O-])c1)c1ccc(OC(F)F)cc1,.,9,7,17,.,.,-6,.,-4
Cc1cccc(N(C(=O)Nc2ccc(Cl)cc2)C2=NCC(C)S2)n1 (stereo not given),17,-6,-7,-30,0,9,18,-3,-1
Cc1cccc(CC(=O)N2CCC(N3CCC(C(=O)N4CCOCC4)CC3)CC2)c1,26,1,4,-19,1,3,5,0,-3
CC(C)CCNC(=O)CN(C(=O)CCC(=O)Nc1nccs1)c1ccc2c(c1)OCCO2,7,-2,-7,-24,1,9,1,-5,-1
COc1ccc(NC(=O)CN(C)C(=O)CCCc2nc3ccccc3c(=O)[nH]2)cc1,8,-2,19,0,3,13,6,-5,5
CCCCn1c(N)c(N(CC(C)C)C(=O)c2ccc(C)c(S(=O)(=O)N3CCCCC3)c2)c(=O)[nH]c1=O,-14,-4,-2,-19,-7,-10,-2,-5,7
O=C(NCc1ccc(Cl)cc1)C1CCN(S(=O)(=O)c2cc([N+](=O)[O-])ccc2Cl)CC1,7,-3,-11,-20,1,3,5,12,4
OC1(c2ccccc2)c2ccccc2-c2ncccc21 (stereo not given),11,0,-1,-24,4,-16,13,14,-3
CCc1ccc(C(=O)OCC(=O)Nc2cccc(S(=O)(=O)NC3=NCCCCC3)c2)cc1,3,2,0,-3,3,-4,4,-4,0
Cc1cccc(NC(=O)CN2C(=O)NC(Cc3ccccc3)C2=O)c1 (stereo not given),14,4,-1,0,3,10,-2,-5,3
Cc1oc(-c2ccc(Cl)cc2)nc1CS(=O)CC(=O)NC1CCCC1 (stereo not given),2,4,4,13,2,-26,0,-3,3
O=C1ON=C(c2ccc(Cl)c([N+](=O)[O-])c2)/C1=C/c1cccc([N+](=O)[O-])c1O,9,6,2,-1,7,-9,-11,0,-2
COc1ccc(-n2c(SCC(=O)Nc3nccs3)nnc2-c2ccccc2)cc1,17,2,-5,-8,2,6,-6,-4,-1
O=c1cc(-c2ccccc2[N+](=O)[O-])oc2ccccc12,10,1,-8,-9,-1,17,4,-2,-3
CCSc1nc2sc3c(c2c(=O)n1-c1ccccc1)CCN(C)C3,-463,4,3,15,-22,1,5,0,-3
CCOC(=O)Nc1ccc2c(c1)nc(CN1CCCCC1)n2C,-220,7,2,11,-2,.,-6,.,-2
O=C(N/C(=C\c1ccccc1)C(=O)N1CCOCC1)c1ccccc1Br,7,-5,-2,-4,4,-2,-7,-4,-2
Cc1ccc(/C=N/NC(=O)c2nnn(-c3nonc3N)c2C(C)C)s1,-2,4,2,7,0,14,-9,-3,-2
CC(C)CCn1nnnc1CN1CCN(C(c2ccccc2)c2ccccc2)CC1,-2,-5,3,1,2,9,-3,-4,-6
Cc1ccc(C(=O)OCC(=O)NC(=O)c2ccc(C(C)(C)C)cc2)c(O)c1,-112,8,-14,-21,1,-7,12,-3,-1
CCOc1ccccc1NC(=O)Nc1ccc(OC)nc1,20,.,.,.,-2,13,.,1,.
CC1CCc2c(nc3ncnn3c2NCCN(C)C)C1 (stereo not given),2,-3,-8,6,-2,-12,-4,-2,-3
CC(=O)c1ccccc1Oc1ncnc(N)c1[N+](=O)[O-],13,4,2,9,0,-14,3,-4,1
O=C1C2C(C(=O)N1Cc1cccnc1)C1C=CC2C12CC2 (stereo not given),11,4,1,-1,-3,-21,1,5,-1
CCOC(=O)/C=C1\SCC(=O)N1CC(O)CN1C(=O)CS/C1=C\C(=O)OCC,12,-4,3,6,1,-8,-2,-6,-1
O=C(Nc1c(-c2ccccc2)nc2c(Br)cc(Br)cn12)c1ccco1,22,-3,5,-3,2,-16,5,-3,-4
CC1CCc2c(cnc3ncnn23)C1 (stereo not given),17,-3,-1,-4,1,11,1,-8,-2
COC(=O)COc1ccc(Oc2cc(C)nc(SC)n2)nn1,11,0,5,-3,2,-11,9,-8,-1
Oc1ccc2ccccc2c1CN1CCCCC1,-430,.,.,.,-1,31,.,11,.
Cc1cc(S(=O)(=O)Cc2noc(-c3c(C)noc3C)n2)c(C)cc1Cl,22,-5,2,-3,2,2,4,-2,0
CCOc1ccccc1C=NNc1ccc([N+](=O)[O-])cn1,-188,.,.,.,-32,-4,.,-6,.
O=C(CCNC(=O)c1ccc(Br)cc1)NCC(c1ccco1)N1CCCCC1 (stereo not given),10,-11,-13,-21,-2,-3,1,-5,6
CCn1cc(C(=O)O)c(=O)c2cnc(N3CCN(C(=S)Nc4ccccc4)CC3)nc21,-23,-3,-5,-4,1,14,-8,4,-5
Nc1cccc2c1C(=O)N(Cc1cccc(Cl)c1)C2=O,-438,7,2,13,-35,-1,39,6,-2
CC1=NN(c2ccc(C)c(C)c2)C(=O)/C1=C\C=C\c1ccc([N+](=O)[O-])o1,19,3,1,5,16,22,-69,3,-7
O=C1c2ccsc2SCCN1Cc1ccccc1Cl,26,-2,-1,-6,1,19,4,-3,-3
O=C(NNc1ccccc1)Nc1ccccc1F,38,5,1,-12,1,0,4,-4,-3
O=S(=O)(Nc1cccc(-c2ccc(N3CCCCCC3)nn2)c1)c1ccc(F)cc1,-7,1,-15,-4,0,-12,1,8,-7
CCN(CC)CC(=O)Nc1c(Br)ccc2c1OCO2,18,-9,-8,-13,1,-4,-23,-5,-3
CCOc1ccc(/C(O)=C2/C(=O)C(=O)N(c3ncccn3)C2c2ccc(C)cc2)cc1 (stereo not given),-40,4,-13,-13,0,-22,-4,1,-3
O=C(CN1CCN(c2ccc(F)cc2)CC1)c1ccc2c(c1)OCO2,27,-3,3,-8,2,11,3,-3,0
CC(C)OC(=O)CSc1nnc(-c2ccccn2)n1-c1ccccc1,45*,-5,-4,-17,0,-6,-3,1,-3
Cc1[nH]c(C(=O)O)c(C#N)c1C(=O)c1ccccc1,16,-2,4,-6,2,-4,11,-6,-1
O=C(CN1CCN(c2ccccn2)CC1)Nc1cccc(C(F)(F)F)c1,4,-1,-2,-9,-9,2,1,1,-3
Cc1cccc(NC(=O)Nc2cc(C)cc(C)n2)c1,13,-11,-9,-8,2,4,-2,-6,4
COC(=O)Cc1c(C)c2ccc(OC(=O)c3ccccc3)cc2oc1=O,-311,-5,-31,20,-133,11,30,-3,0
COc1ccc(-c2cc(C(=O)NCCCN3CCOCC3)c3ccccc3n2)cc1OC,-462,5,-7,9,2,-1,-11,1,0
Cc1cc2cc(CNC(=O)CCC(=O)O)ccc2n1C,-20,3,1,-15,1,-15,1,2,-1

# Next section:
SMILES,SENP8 block-1,SENP7 block,SENP8 block-2,SENP6 block,SENP1 FRET inh,PfGluPho inh,UBC13 polyUb,HKDC1 inh,beta cell repl
Cc1cc(C)c2cc(C(=O)Nc3ccc(C)c(F)c3)[nH]c2c1,-39,.,.,.,-4,-4,.,8,.
CCOC(=O)C1CCCN(C(=O)c2ccc(CS(=O)(=O)c3ccc(C)cc3)o2)C1 (stereo not given),2,6,-1,-3,-8,-2,-8,2,0
COc1ccc(C(=O)NCC(=O)Nc2cccc(S(=O)(=O)N3CCCC3)c2)cc1,-6,-10,1,0,-4,9,-5,-3,-3
CCOC(=O)/C=C1\NC2(CCCCC2)Cc2cc(OC)c(OC)cc21,-45,3,2,-1,-3,5,0,-4,-1
Cc1cnc(NC(=O)[C@H](C)N2C(=O)C3CCCCC3C2=O)s1 (stereo not given in full),23,-6,-9,-28,1,-18,-7,-6,2
O=C(NCc1cccs1)[C@@H]1CCCN1S(=O)(=O)c1ccccc1F,-2,.,.,.,1,1,.,-4,.
CN=C1S/C(=C\c2c(OC)cc(OC)cc2OC)C(=O)N1C,-186,-4,-7,-11,-63,-11,-8,10,0
CC(C)(C)CC(C)(C)NCC(O)COc1c(F)cc(Br)cc1F (stereo not given),33,-2,1,0,4,-10,26,-5,-3
CN(C1CCCCC1)S(=O)(=O)c1ccc(SCC(=O)NC(C)(C)C)nc1,-8,-2,-9,-10,2,-6,-1,-4,-1
Cc1cccc(NC(=O)Cn2cnc3sc(C)c(S(=O)(=O)N4CCC(C)CC4)c3c2=O)n1,17,-4,-3,-4,-3,0,-4,0,-3
O=C(c1cccs1)N1CCN=C1SCc1ccccc1,5,4,-5,-4,3,-1,-2,-1,-2
O=C(COc1ccc(F)cc1)N(CC1=CCS(=O)(=O)C1)c1ccccc1,15,6,-2,-3,1,2,3,1,-3
CN(C)S(=O)(=O)c1cccc(NC(=O)CNC2CCCCC2)c1,21,8,2,-4,4,-3,5,2,-2

# One compound at a time, as listed above.
# COc1ccc(C(=O)NCC(=O)Nc2cccc(S(=O)(=O)N3CCCC3)c2)cc1 in the list: SENP8 block-1 = -6; SENP7 block = -10; SENP8 block-2 = 1; SENP6 block = 0; SENP1 FRET inh = -4; PfGluPho inh = 9; UBC13 polyUb = -5; HKDC1 inh = -3; beta cell repl = -3
# CN(C1CCCCC1)S(=O)(=O)c1ccc(SCC(=O)NC(C)(C)C)nc1 in the list: SENP8 block-1 = -8; SENP7 block = -2; SENP8 block-2 = -9; SENP6 block = -10; SENP1 FRET inh = 2; PfGluPho inh = -6; UBC13 polyUb = -1; HKDC1 inh = -4; beta cell repl = -1
# CC(C)(C)CC(C)(C)NCC(O)COc1c(F)cc(Br)cc1F (stereo not given) in the list: SENP8 block-1 = 33; SENP7 block = -2; SENP8 block-2 = 1; SENP6 block = 0; SENP1 FRET inh = 4; PfGluPho inh = -10; UBC13 polyUb = 26; HKDC1 inh = -5; beta cell repl = -3
